All columns: NCI-60 one-dose screen, growth in % after 48 h at 10 µM unless noted; 100 = growth as untreated, 0 = no growth, -100 = all killed.
RPMI-8226 – RPMI-8226 leukemia cells. 77,000 compounds, 7.5% hits
MDA-MB-231 – MDA-MB-231 breast cancer. 81,000 compounds, 5% hits. AID 1794789
SR – SR leukemia cells | 73,000 compounds, 8.7% hits | AID 1794780
MDA-MB-435 – MDA-MB-435 melanoma; 82,000 compounds, 7.8% hits
MCF7 – MCF7 breast cancer; 82,000 compounds, 6.3% hits; AID 1794796
MDA-MB-468 – MDA-MB-468 breast cancer. 78,000 compounds, 8.5% hits. AID 2202374
MOLT-4 – MOLT-4 leukemia cells. AID 1794779. 80,000 compounds, 6.9% hits
K-562 – K-562 leukemia. 78,000 compounds, 7.4% hits. AID 1794777
Numbers without * were called inactive; x = not tested or not shown; & = joins results of further samples. The calls were made as follows: active = growth percent below 10; inactive = the rest.

SMILES,MDA-MB-231,MDA-MB-435,MOLT-4,MDA-MB-468,SR,RPMI-8226,MCF7,K-562
O=C1c2c(F)c(F)c(F)c(F)c2C(=O)C1C1CCCCC1,70,94,63,92,24,98,87,43
O=C(O)/C=C/C=C/c1ccccc1,106&101,111&105,109&106,112&94,109&104,100&112,94&93,110&114
CCCCC(NC(=O)c1cccc(N2C(=O)/C(=C/c3cccc(F)c3)SC2=S)c1)C(=O)O (stereo not drawn),104,101,96,98,x,96,97,103
CC(=O)[C@H]1[C@H](C)C[C@H]2[C@@H]3CC[C@@H]4CC(=O)CC[C@]4(C)[C@H]3CC[C@@]21C,96,114,100,104,73,76,103,88
CCN(Cc1ccccc1)c1ccc(C(=C2C=CC(=[N+](CC)Cc3ccccc3)C=C2)c2cc(O)c(S(=O)(=O)O)cc2S(=O)(=O)O)cc1,98,107,110,111,x,86,107,99
Nc1ccc(Oc2ccc(N)c([N+](=O)[O-])c2)cc1[N+](=O)[O-],80,97,91,81,104,91,109,101
NS(=O)(=O)Oc1ccc(NC(=O)c2ccccc2)cc1,96,104,98,112,100,x,95,95
CN(C)Cc1cc(O)c(CN(C)C)cc1O,108&101&85,98&104&98,91&105&151,111&103&105,99&89&164,102&108&102,89&100&90,102&100&110
CN(C)Cc1cc(C(C)(C)C)cc(CN(C)C)c1O,111,101,111,84,105,101,96,111
Cc1cc(C)n(-c2nc(-c3no[n+]([O-])c3C)cs2)n1,95,100,99,99,96,94,88,98
O=NN(c1cccc(C(F)(F)F)c1)c1ccccn1,90,92,114,90,x,103,96,110
CCn1cnc2c(Nc3ccccn3)nc(Cl)nc21,103,101,101,93,102,113,99,102
COc1cc2nc(N3CCN(C(=O)C4CCCO4)CC3)nc(N)c2cc1OC (stereo not drawn),98,102,93,100,92,104,111,99
Nc1c(C(=O)Nc2ccccc2C(F)(F)F)sc2nc3c(cc12)CCCCCC3,75,85,101,76,76,x,85,74
CCOC(=O)Nc1nc2ccc(SCC(C)C)cc2s1,41,104,32,2.1*,12,32,21,18
Cc1cscc(C)c1=S,98,104,81,72,73,103,59,96
Cc1ccc(C2=NN/C(=N\C(=S)Nc3ccc(Cl)cc3)SC2)cc1,97,99,84,107,98,x,90,x
O=C(O)CCSc1nc2ccccc2s1,103,97,104,94,104,104,97,109
NC(=O)c1c(Cl)c(Cl)c(Cl)c(Cl)c1C(=O)O,114,94,105,94,108,103,95,104
CCCCCCCC/C=C\CCCCCCCCOc1cccc(CC(=O)NCC[N+](C)(C)C)c1,87,92,93,93,59,62,91,85
C=C(C)C1CCC(=C)C2CCC3(C)OC12/C=C(/COC(C)=O)CCC3O (stereo not drawn),105,99,84,115,75,235,97,89
Cc1cnc(CSc2nc(-c3ccc(-c4ccccc4)cc3)cn2-c2ccc(Cl)cc2)c(C)c1,98,101,71,109,86,91,89,x
Oc1ccccc1-c1nc2ccccc2o1,93,108,81,102,89,101,76,85
COc1ccc(-n2c(SCC(=O)NNS(=O)(=O)c3ccccc3)nc3ccc(Cl)cc3c2=O)cc1,89,103,93,102,79,99,83,99
O=C(CCCC(=O)N/N=C/c1ccc(Cl)cc1Cl)N/N=C\c1ccc(Cl)cc1Cl,92,106,98,108,96,117,102,119
Cc1cccc(/C=C2\CN(C(=O)OC(C)(C)C)C/C(=C\c3cccc(C)c3)C2=O)c1,99,93,52,103,6.5*,-7.3*,23,5.4*
CCCCCCN(CCCCCC)CCC(=O)Nc1ccc(S(=O)(=O)c2ccc(NC(=O)CCN(CCCCCC)CCCCCC)cc2)cc1,61,91,59,93,7.9*,61,69,7.4*
CS(=O)(=O)Oc1ccc(Cl)c2ccccc12,107,95,96,97,98,101,99,104
C=C(C)[C@@H]1CC[C@]2(C(=O)NCCCO)CC[C@]3(C)[C@H](CC[C@@H]4[C@@]5(C)CCCNC(C)(C)[C@@H]5CC[C@]43C)[C@@H]12,49,70,31,72,-20*,29,41,3.3*
O=C(Cn1c(=O)sc2ccccc21)NNS(=O)(=O)c1ccccc1[N+](=O)[O-],104,98,101,107,96,98,97,99

Next part, starting with the last six of the part before.
SMILES,MDA-MB-231,MDA-MB-435,MOLT-4,MDA-MB-468,SR,RPMI-8226,MCF7,K-562
O=C(CCCC(=O)N/N=C/c1ccc(Cl)cc1Cl)N/N=C\c1ccc(Cl)cc1Cl,92,106,98,108,96,117,102,119
Cc1cccc(/C=C2\CN(C(=O)OC(C)(C)C)C/C(=C\c3cccc(C)c3)C2=O)c1,99,93,52,103,6.5*,-7.3*,23,5.4*
CCCCCCN(CCCCCC)CCC(=O)Nc1ccc(S(=O)(=O)c2ccc(NC(=O)CCN(CCCCCC)CCCCCC)cc2)cc1,61,91,59,93,7.9*,61,69,7.4*
CS(=O)(=O)Oc1ccc(Cl)c2ccccc12,107,95,96,97,98,101,99,104
C=C(C)[C@@H]1CC[C@]2(C(=O)NCCCO)CC[C@]3(C)[C@H](CC[C@@H]4[C@@]5(C)CCCNC(C)(C)[C@@H]5CC[C@]43C)[C@@H]12,49,70,31,72,-20*,29,41,3.3*
O=C(Cn1c(=O)sc2ccccc21)NNS(=O)(=O)c1ccccc1[N+](=O)[O-],104,98,101,107,96,98,97,99
CCOC(=O)N1CCN(CCCCCCOc2ccc(Cl)cc2)CC1,82,100,90,79,93,89,92,84
O=C(O)c1ccc(CO)o1,112,109,100,103,100,x,84,109
CCOc1cc(C(=O)O)cc(Cl)n1,114,115,87,118,81,101,101,101
CC(C)(C)n1cc(-c2ccnc(NCCCNS(=O)(=O)c3cccc(F)c3)n2)c(-c2ccc(Cl)c(O)c2)n1,103,101,77,104,94,76,98,59
Oc1ccc(NCc2ccc(Oc3ncnc4ccccc34)cc2)cc1,84,84,59,58,62,61,73,71
CCN(CC)c1ccc(/C=C/C(=O)c2ccc(Nc3nc(Nc4ccccc4)nc(Nc4ccccc4)n3)cc2)cc1,53,51,23,x,39,-24*,29,23
CCCCCCCC(=O)SCC/C=C/[C@@H]1CC(=O)NCc2cccc(n2)C2=N[C@@](C)(CS2)C(=O)N[C@@H](C(C)C)C(=O)O1,10,-9.5*,14,12,14,14,15,11
CCCC(=O)c1ccccc1,118,101,103,103,102,110,108,102
O=C1CC[C@@H](C(=O)N[C@H]2CSSC[C@@H](C(=O)O)NC(=O)[C@H](Cc3ccccc3)NC(=O)[C@@H]3CCCN3C(=O)[C@@H]3CCCN3C2=O)N1,93,108,89,100,81,103,90,90
Nc1nn(-c2ccccc2)c2nc(=S)[nH]c(-c3ccccc3)c12,93,103,99,117,98,x,104,97
CCn1cc(-c2ccnc(NCCCNS(=O)(=O)c3ccccc3)c2)c(-c2cccc(OC)c2)n1,107,101,95,74,87,79,x,73
Cc1ccc(C)c(NC(=O)c2ccccc2C(=O)O)c1,115,107,107,93,96,96,93,107
CCC(C)C(N)C1=NC(C(=O)NC(CC(C)C)C(=O)NC(CCC(=O)O)C(=O)NC(C(=O)NC2CCCCNC(=O)C(CC(N)=O)NC(=O)C(CC(=O)O)NC(=O)C(Cc3cnc[nH]3)NC(=O)C(Cc3ccccc3)NC(=O)C(C(C)CC)NC(=O)C(CCCN)NC2=O)C(C)CC)CS1 (stereo not drawn),102,120,102,105,98,98,109,98
Brc1cnc2[nH]cc(-c3nnc(-c4ccccc4)o3)c2c1,63,78,74,60,69,85,64,73
CC1(C)C=Cc2c(ccc3c2N(O)C(=O)[C@]32C[C@@]34NC(=O)[C@]5(CCCN5C3=O)C[C@@H]4C2(C)C)O1,111,101,93,95,92,103,100,99
CCCCNC(=O)Oc1ccc(/C(=C(\C)c2ccc(OC)cc2)c2ccc(OCCN3CCCCC3)cc2)cc1,53,60,20,64,-23*,29,24,-0.6*
CS(=O)(=O)Nc1ccc(C(=O)N=Nc2c(O)[nH]c3ccc([N+](=O)[O-])cc23)cc1,109,102,101,113,99,103,95,104
Cc1cccc(NC2=C(C#N)C(=O)NC3(CCCC3)S2)c1,110,101,98,101,95,90,90,95
Cc1ccc(O)c(N=Nc2cc(C)[nH]n2)c1,88,92,78,88,89,81,87,114
CC(=O)N(C(C)=O)c1ccc2c(c1)Cc1ccccc1-2,91,95,94,93,x,105,95,115
CC1CCC2(CC1)N=C(N)NC(Nc1ccc(S(N)(=O)=O)cc1)=N2 (stereo not drawn),95,105,105,95,105,103,99,98
C/C=C/C=C/C(=O)OCC,113,113,110,102,106,109,100,106
Cc1cc2c(cc1Cl)C(=O)/C(=C/c1ccccc1)O2,-37*,20,0.5*,0.6*,10,26,18,9.2*
COc1cccc(-c2nn(-c3ccccc3)cc2-c2ccnc(NCCNS(=O)(=O)c3ccc(Br)cc3)c2)c1,49,46,19,39,18,25,21,26
Cc1ccc(S(=O)(=O)Nc2ccccc2)cc1N,84,93,97,x,92,123,92,78
COc1nc2ccc(C)cc2cc1/C=C1/C=C(c2ccccc2)NC1=O,95,102,102,106,93,113,91,95
COc1ccc(CN2c3ccccc3Sc3ccccc32)cc1O,41,0.9*,18,9.3*,16,24,26,x
O=C(CC1CC(c2ccc(-c3noc(=O)[nH]3)cc2)=NO1)NO (stereo not drawn),98,106,101,93,92,103,98,92
CC1CN=C(c2ccccn2)C(c2ccccn2)=N1 (stereo not drawn),102,100,84,99,89,103,97,86
O=C(COc1ncnc2sc3c(c12)CCCC3)NNC(=O)c1ccc([N+](=O)[O-])cc1,102,103,106,105,108,96,92,94

A few values from the entries so far:
Value for COc1ccc(CN2c3ccccc3Sc3ccccc32)cc1O in RPMI-8226: 24
Value for Cc1ccc(O)c(N=Nc2cc(C)[nH]n2)c1 in SR: 89
Value for Cc1cnc(CSc2nc(-c3ccc(-c4ccccc4)cc3)cn2-c2ccc(Cl)cc2)c(C)c1 in SR: 86

Further structures follow.
SMILES,MDA-MB-231,MDA-MB-435,MOLT-4,MDA-MB-468,SR,RPMI-8226,MCF7,K-562
Cc1cn(N2C(=O)CSC2c2ccc(C3SCC(=O)N3n3cc(C)c(-c4ccccc4)nc3=S)cc2)c(=S)nc1-c1ccccc1 (stereo not drawn),97,101,99,109,x,110,98,97
COc1ccc(/C=N/NC(=O)CSc2nc(-c3cnccn3)cc(-c3cccs3)c2C#N)cc1OC,50,79,91,65,82,70,54,96
CCOC(=O)C(Cc1ccccc1)P(=O)(OCC)OCC (stereo not drawn),107,94,93,100,92,102,99,101
CCOC(=O)/C=C/c1c(OC)cc(OC)cc1OC,111,93,92,113,94,104,88,94
CCOC(=O)/C=C/c1cccc2c1C(=O)NC(C)(c1cc3cc(OC)ccc3oc1=O)N2 (stereo not drawn),62,63,36,46,51,53,43,58
O=C(CCl)Oc1ccc(-c2ccccc2)c(Br)c1,109,104,105,98,97,106,103,103
CCCCCCCCC1C(C)(c2ccccc2)CC1(C)c1ccccc1 (stereo not drawn),101,112,105,100,x,86,93,94
O=C(c1ccc(O)c(O)c1)[C@@H](Cl)[C@]1(O)C(=O)Nc2ccccc21,85,112,99,113,95,99,102,95
FC(F)(F)c1ccc(/C=N/Nc2nnc3n2N=C(c2ccccc2)CS3)cc1,113,97,89,92,104,92,90,82
CCOC(=O)c1c2c(n(-c3ccccc3)c1-c1ccccc1)C=CCCC2,90,97,66,107,90,84,84,72
COc1ccc(OC)c2nc3c(nc12)C(=O)c1ccccc1C3=O,90,106,96,92,89,102,87,104
Nc1nc(N)c(N=O)c(N)n1,109,100,107,109,x,109,106,x
S=c1[nH]nc(Nc2ccccc2Cl)s1,114,90,101,98,99,91,113,93
C=C1C(=O)O[C@H]2[C@H]1CC/C(COC(=O)NCc1ccc(OC)c(OC)c1)=C\CC[C@@]1(C)O[C@@H]21,55,55,39,24,6.1*,25,34,x
O=C1CSC(=S)N1/N=C/c1cccc(OCc2ccccc2)c1,108,107,92,86,104,104,95,84
NCCSSC/C=C\CSSCCN,100,105,98,95,107,95,97,96
Cc1ccc(S(=O)(=O)NC(CCC(=O)Nc2ccc(Cl)cc2)C(=O)Nc2ccc(Cl)cc2)cc1 (stereo not drawn),-5.9*,38,11,29,-18*,13,30,2.8*
O=C(NCCNc1nccc(-n2ccc3cccnc32)n1)c1ccc(F)cc1,98,97,102,93,105,x,95,97
COc1cc2nc(-c3ccc(C(F)(F)F)cc3)cc(OCCCN3CCC(O)CC3)c2cc1OC,11,-29*,35,44,11,9.9*,37,6.2*
CCN(CC)CCN1CC(=O)Nc2cc(Cl)ccc21,116,99,105,99,114,109,104,120
O=C1CSC(=Nc2ccc(Cl)c(C(F)(F)F)c2)N1,95,101,100,101,108,88,91,95
Oc1ccccc1N=Cc1c(O)ccc2ccccc12,57,79,37,83,37,26,70,80
N#CC1=C(N)Oc2c(c(=O)[nH]c3ccc(Cl)cc23)C12c1cc(Br)ccc1-c1ccc(Br)cc12,30,70,52,65,69,52,67,85
COc1cc(/C=N/Nc2ccnc3cc(Cl)ccc23)cc(OC)c1O,-75*,-86*,-13*,-72*,-24*,-9.4*,-72*,-55*
CCOC(=O)c1cccc2c1-c1ccccc1C2=O,103,111,111,111,110,93,105,104
CC(C)(c1ccccc1)c1ccc(N)cc1,108,103,103,100,x,93,111,101
Fc1ccc(-c2ccc(CCC3CC3)cc2)cc1,93,101,117,98,102,112,101,112
COc1ccc(CSC(=N)N)cc1,105,119,99,124,100,102,96,109
Cc1nc(S(=O)(=O)c2ccccc2)c(S(=O)(=O)Cc2ccc([N+](=O)[O-])cc2)o1,98,101,91,78,x,83,74,80
O=C(O)C1C2CC3C(OC(=O)C31)C2Br (stereo not drawn),115&103,95&109,106&97,72&93,101&97,106&102,94&89,110&113

Compound activity: PubChem BioAssay, NCI
